Compound activity from PubChem BioAssay.
Lipid storage S3: qHTS Assay for Lipid Storage Modulators in Drosophila S3 Cells; Drosophila S3 cells, BODIPY lipid droplet fluorescence, 18-24 h; cells fed with added oleic acid; lipid storage change, negative = inhibition, % at the top dose, mostly 46.1 µM; hits show Potency in µM; 320,000 tested, 0.64% active; active = well fitted inhibition curve with a large enough effect in the signal ratio, with a control signal flat, not every such curve was filed as active; inconclusive = small, poorly fitted or top-dose-only effect, or effect the other way, or a change in a side signal; the % refers to the signal ratio
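Drosophila S3 cells loaded with oleic acid (400 uM, as added) and compounds at several concentrations; lipid droplets imaged by 488-nm laser-scanning cytometry, 500–530 nm intensity and object ratio to cell channel. Percent activity normalized to 20 uM Triacsin C.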
Lipid storage S3 cell count max: recorded beside Lipid storage S3, whose call it bears; cell number change, %; measured here: cell count max response;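 cells counted by Cell Tracker Red CMTPX staining in the red channel; peak over a dose series mostly up to 46.1 µM; percent activity relative to internal control wells on each plate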
Active calls of the source: *; i = inactive; ? = inconclusive; / = no result given; [ ] = remark or other dose. % is set by controls: 0 for no effect and ±100 for the full control effect; potency is the fitted concentration of half-maximal effect. An excerpt (hit frequency here may not be typical).

Sequence of screens – Lipid storage S3	Lipid storage S3 cell count max
[1] CN(c1ccc(OCc2ccc([N+](=O)[O-])cc2)cc1)S(=O)(=O)c1ccccc1
    ?	/
[2] C=CCn1c(NCc2ccccc2O)nc2ccccc21
    ?	/
[3] CCOc1ccc(-n2cc(-c3ccc(OC)c(OC)c3)[nH]c2=S)cc1
    ?	/
[4] N#Cc1nc(-c2cccc(Cl)c2)oc1N1CCC(C(N)=O)CC1
    i	/
[5] Cc1cccc(Nc2nc3c(c(=O)n(C)c(=O)n3C)n2CC(O)CO)c1 (configuration not stated)
    -5%	/
[6] CCCOc1ccc(N2C(=O)CC(SCCN)C2=O)cc1 (configuration not stated)
    i	/
[7] O=C(Nc1nccs1)c1ccc(S(=O)(=O)NCc2cccs2)cc1
    ?	/
[8] CCOc1ccc(/C=N/n2c(C)nc3ccccc3c2=O)cc1
    9%	10
[9] COC(=O)c1ccc(-c2ncc(-c3cccc4ccccc34)o2)cc1
    0%	3
[10] CC(OC(=O)c1cccc(S(=O)(=O)N2CCOCC2)c1)C(=O)NC1CCCCC1C (configuration not stated)
    ?	/
[11] C=CCNC(=O)Cn1nnc(-c2ccc(-c3ccc(OC)cc3)cc2)n1
    -9%	27
[12] COc1ccc2c(c1)CC/C(=C/c1ccncc1)C2=O
    i	-13
[13] COC(=O)C1CCN(c2ccc([N+](=O)[O-])cc2)CC1
    ?	/
[14] C=CC1C(OC2OC(CO)C(O)C(O)C2O)OC=C(C(=O)OC)C1CC1CC(=O)CC(CC(=O)CCc2ccc(O)cc2)O1 (configuration not stated)
    ?	/
[15] CC(=O)NCC1CCN(C(=O)C2CCC(=O)N(CCc3cccc(F)c3)C2)CC1 (configuration not stated)
    ?	/
[16] CCN(CC)c1ccc(NC2=C(Cl)C(=O)c3ccccc3C2=O)cc1
    ?	/
[17] Oc1ccc(-c2nc3c4c(ncn3n2)-c2ccccc2CC42CCCC2)cc1
    ?	/
[18] COc1ccccc1Nc1cc(C(=O)NC2CCCC2)c2ccccc2n1
    i	7
[19] CCCCn1nnnc1SCC(=O)Nc1ccc(F)cc1
    ?	/
[20] COc1cccc(OC)c1C(=O)n1nc(C)cc1C
    ?	/
[21] CCc1ccc(OC(C)C(=O)N(Cc2ccco2)C2CCS(=O)(=O)C2)cc1 (configuration not stated)
    ?	/
[22] CCCCOC(=O)C1=C(C)NC2(O)c3ccccc3C(=O)C12O (configuration not stated)
    -21%	/
[23] c1ccc2c(Oc3ccc4c(c3)OCO4)nncc2c1
    ?	/
[24] CN(C)Cc1c(O)ccc2occ(C(=O)c3ccc(F)cc3)c12
    i	14
[25] CCOC(=O)N1CCN(C(=O)C(C)SCc2ccccc2)CC1 (configuration not stated)
    ?	/
[26] N#Cc1ccc(C(=O)Nc2cccc3ncccc23)c(F)c1
    ?	/
[27] COc1cccc(CNC(=O)CCc2nnc3ccc(NCCCN4CCCC4=O)nn23)c1
    ?	/
[28] CCOC(=O)c1ccc(NS(=O)(=O)c2ccc3c(c2)CCCN3C(C)=O)cc1
    ?	/
[29] Cn1nc(CC(=O)NCc2cccc3ccccc23)c2ccccc2c1=O
    ?	/
[30] O=C(Cn1c(=S)[nH]c2ccccc2c1=O)NCCc1ccccc1
    -10%	-6
[31] COc1ccc2[nH]c(O)c(N=NC(=N)N)c2c1
    -3%	-2
[32] Cc1nn(Cc2ccc(F)cc2)c(C)c1NC(=O)C1c2ccccc2Oc2ccccc21
    ?	/
[33] COc1ccc(C2=NOC(Cn3nc(C(=O)NCc4ccc5c(c4)OCO5)cc3-c3ccccc3)C2)cc1 (configuration not stated)
    ?	/
[34] Cc1ccccc1OCCn1cnc2c(N)ncnc21
    -14%	-13
[35] Nc1nc(CSc2ncn[nH]2)nc(Nc2ccc(F)cc2)n1
    ?	/
[36] CNc1nnc(C(F)(F)F)s1
    -9%	11
[37] Cc1ccc(NC(=O)CN2CCN(CCN=CC3=C(O)CC(c4ccccc4)CC3=O)CC2)cc1 (configuration not stated)
    ?	/
[38] COc1ccc(CCNC(=O)c2c(Cl)ccc(Cl)c2OC)cc1OC
    ?	/
[39] CCn1c(SCC(=O)NC2CCCCC2)nc2c(c1=O)SCC2
    ?	/
[40] CCCNC(=O)N1CCN(S(=O)(=O)c2ccc(C)cc2)CC1
    ?	/
[41] CCOc1ccc(-c2c(C(=O)N/N=C/c3cccnc3)nnn2-c2nonc2N)cc1
    ?	/
[42] COc1ccc(N(C(=O)c2snc(C(N)=O)c2N)C(C(=O)NC2CCCC2)c2cc(OC)ccc2OC)c(OC)c1 (configuration not stated)
    i	-1
[43] O=C1C=CC(=O)N1N(c1ccccc1)c1ccccc1
    ?	/
[44] O=[N+]([O-])c1ccc(Sc2nnnn2-c2ccccc2)nc1
    ?	/
[45] O=S(=O)(c1ccccc1)N1CCN(c2nnnn2-c2ccccc2)CC1
    ?	/
[46] NC(=O)c1ccccc1Br
    ?	/
[47] Cc1cc(C)cc(N(CCC(=O)Nc2nnc(C)s2)S(=O)(=O)c2ccc(Cl)cc2)c1
    13%	-5
[48] CSCC[C@H](NC(=O)C1CCN(C(=O)[C@H](Cc2ccccc2)NS(=O)(=O)c2ccc(C)cc2)CC1)C(=O)O
    25%	23
[49] CCCCn1c(C(C)NC(=O)CC)nc2ccccc21 (configuration not stated)
    ?	/
[50] Nc1ccccc1SSc1ccccc1N
    ?	/
[51] CC(C)OC(=O)c1cccnc1N1CCN(c2ccc(F)cc2)CC1
    -15%	0
[52] COc1ccc(S(=O)(=O)Nc2cc(C)on2)cc1OC
    1%	1
[53] Cn1c2ccccc2c(=O)c2c(=O)n(Cc3ccccc3)c(-c3ccc(F)cc3)nc21
    ?	/
[54] Cc1oc(-c2ccccc2Cl)nc1CS(=O)CC(=O)NCc1ccco1 (configuration not stated)
    ?	/
[55] O=C(COc1ccc(NS(=O)(=O)c2ccc(F)cc2)cc1)N1CCOCC1
    9%	0
[56] Cc1cccc(CSc2nc3ccncc3n2CC(=O)Nc2cc(C)cc(C)c2)c1
    ?	/
[57] O=C(NCc1ccccc1)Nc1cccn(Cc2ccccc2Cl)c1=O
    ?	/
[58] COc1ccc(CCN(C)C2CCCN(C(=O)c3ccnn3C)C2)cc1OC (configuration not stated)
    ?	/
[59] CC12CCC(C(=O)N(c3ccc(Cl)cc3)C1=O)C2(C)C (configuration not stated)
    12%	-11
[60] CCN(CCCNC(=O)C1CCN(C(=O)c2cc3sccc3n2C)CC1)Cc1ccccc1
    -11%	/

Continuation:
Sequence of screens – Lipid storage S3	Lipid storage S3 cell count max
[61] O=C(CNC(=O)C12CC3CC(CC(C3)C1)C2)N/N=C\c1ccccn1
    ?	/
[62] COc1ccc(S(=O)(=O)NCc2nc3nc(C)cc(C)n3n2)cc1OC
    ?	/
[63] CSC(SC)=C(C#N)C(=O)c1ccccc1
    ?	/
[64] O=C1Nc2ccc(F)cc2C12SCCS2
    2%	-19
[65] NC(=O)c1cc2cc(Cl)ccc2oc1=Nc1cccc(C(F)(F)F)c1
    ?	/
[66] Cc1ccc(C(OC(=O)c2ccco2)C(=O)NC2CCCCC2)cc1 (configuration not stated)
    -29%	14
[67] Cc1c(C)c2ccc(OCC(=O)N3CCN(c4cccc(Cl)c4)CC3)cc2oc1=O
    ?	/
[68] COc1cccc(NC(=O)CN(C)S(=O)(=O)c2ccc(C)cc2)c1
    ?	/
[69] CCOC(=O)C1=C(C)OC(N)=C(C#N)C1c1ccccc1 (configuration not stated)
    9%[9.22 µM]	3
[70] CC(C)Sc1nnc([C@H](Cc2c[nH]c3ccccc23)NC(=O)OC(C)(C)C)o1
    ?	/
[71] Cc1cc(C)n(CC(=O)NNC(=O)CCCOc2ccc(Cl)c(C)c2)n1
    ?	/
[72] CCC(C)C(NC(=O)C1CCC(=O)N1C(=O)OCc1ccccc1)C(=O)NC(C(=O)N1CCCC1C(N)=O)C(C)CC (configuration not stated)
    ?	/
[73] CN(C)c1ccc(C(=O)C(O)c2ccc(C(C)(C)C)cc2)cc1 (configuration not stated)
    -17%	9
[74] Cc1cc(C)c(OCC(=O)N2CC=C(c3ccccc3)CC2)c(C)c1
    -13%	4
[75] Cc1ccc(N(Cc2ccccc2)C(=O)c2cc(S(=O)(=O)N3CCOCC3)ccc2N2CCCC2)cc1
    ?	/
[76] O=c1cc(N2CCN(c3ccccc3)CC2)[nH]c(=O)n1-c1ccccc1Cl
    9%	10
[77] O=C(COC(=O)C12CC3CC(CC(O)(C3)C1)C2)Nc1ccc(Br)cc1F
    ?	/
[78] COc1ccccc1N1CCN(C(=O)c2ccoc2C)CC1
    i	15
[79] COc1ccc2c(c1)c1nc3n(c(=O)c1n2CC(=O)Nc1ccccc1)CCCS3
    -21%	/
[80] Cc1cccc(C(=O)NC(=S)N2CCN(C(=S)NC(=O)c3cccc(C)c3)CC2)c1
    ?	/
[81] Cc1ccn2c(CNCc3cnn(C)c3)c(C(=O)N3CCCCCC3)nc2c1
    ?	/
[82] CCN(CC)S(=O)(=O)c1ccc(NCCCn2ccnc2)c([N+](=O)[O-])c1
    i	15
[83] C1=C(c2cccc3ccccc23)N2CCN=C2S1
    20%	19
[84] O=C(NC1CCCCCC1)c1cc(-c2ccccn2)nc2ccccc12
    ?	/
[85] O=C(N/N=C/c1c(O)ccc2ccccc12)c1cccnc1
    ?	/
[86] COC(=O)C1=C(C)NC(=S)NC1c1ccc(OCC(=O)N2CCCCC2)c(OC)c1 (configuration not stated)
    ?	/
[87] Cc1cc(C)n(CCc2nc(-c3ccc(-c4ccccc4)cc3)cs2)n1
    ?	/
[88] COc1ccc(NC(=O)Nc2nnc(-c3ccncc3)s2)cc1
    ?	/
[89] CN(C)S(=O)(=O)c1ccc(C(=O)NCc2ccc3[nH]c4c(c3c2)CCCC4)cc1
    12%	-17
[90] Fc1ccc(NCc2cccnc2)cc1
    ?	/
[91] Cc1ccc2c(c1)N(CC(=O)NC1CCCc3ccccc31)C(=O)CO2 (configuration not stated)
    i	/
[92] CCOc1ccc(OCC)c(NS(=O)(=O)c2ccc3c(c2)n(C)c(=O)c(=O)n3C)c1
    i	/
[93] COC(=O)C1=C(C(C)=O)C(c2ccc(C(=O)OC)cc2)n2nnnc2N1 (configuration not stated)
    8%	2
[94] Cc1c(C(=O)OCC(=O)Nc2ccc3c(c2)OCO3)cccc1[N+](=O)[O-]
    ?	/
[95] CCN(CC)c1nc(N)c([N+](=O)[O-])c(NCCO)n1
    ?	/
[96] CNC(=S)N(CCc1ccc(OC)c(OC)c1)Cc1cc2c(C)cc(C)cc2[nH]c1=O
    ?	/
[97] O=C(Nc1ccc(Cl)cn1)c1cc(S(=O)(=O)N2CCCCC2)ccc1Cl
    10%	/
[98] CCOC(=O)CNC(=O)c1c(C)nn(C)c1Cl
    ?	/
[99] C/C(=N\Nc1ccc([N+](=O)[O-])cc1)c1ccc(C#N)cc1
    ?	/
[100] O=C(NNC1CC(=O)N(c2ccc(Br)cc2)C1=O)c1ccco1 (configuration not stated)
    7%	/
[101] O=C(Nc1cccc(S(=O)(=O)N2CCCC2)c1)c1ccccc1OC(F)F
    -11%	-5
[102] CCN(CC)c1ccc(CN(C(=O)c2cc(OC)c(OC)c(OC)c2)C2CCS(=O)(=O)C2)cc1 (configuration not stated)
    -2%	8
[103] Cc1ccc(C)c(S(=O)(=O)NC(C)CCc2ccccc2)c1 (configuration not stated)
    ?	/
[104] CCOc1ccc(NC(=S)NCCCN2CCN(c3ccc(OC)cc3)CC2)cc1
    16%	-2
[105] OCCNCc1c(OCc2ccc(Cl)cc2)ccc2ccccc12
    ?	/

Compound profiles, from the list above:
CCOc1ccc(OCC)c(NS(=O)(=O)c2ccc3c(c2)n(C)c(=O)c(=O)n3C)c1 in the list: Lipid storage S3: i; Lipid storage S3 cell count max: /
COC(=O)C1=C(C(C)=O)C(c2ccc(C(=O)OC)cc2)n2nnnc2N1 (configuration not stated) in the list: Lipid storage S3: 8%; Lipid storage S3 cell count max: 2

Remaining list, next part:
Sequence of screens – Lipid storage S3	Lipid storage S3 cell count max
[106] Cc1cc(SCC#N)n2nc(C)c(-c3ccc(Cl)cc3)c2n1
    ?	/
[107] Cc1ccc(NC(=O)NC2CCCCCCC2)c(C)c1
    ?	/
[108] COc1ccc(CC2S/C(=C(\C#N)C(=O)NCc3ccco3)N(c3ccc(C)cc3)C2=O)cc1 (configuration not stated)
    ?	/
[109] O=C(CSc1nnc(CCCO)n1-c1ccccc1)NCCc1ccccc1
    i	-20
[110] CC(NS(=O)(=O)c1ccccc1)C(c1cccs1)N1CCOCC1 (configuration not stated)
    ?	/
[111] Nc1ccccc1S(=O)(=O)NCCCCc1ccccc1
    ?	/
[112] Cn1c(SCC(=O)NCc2cccs2)nnc1-c1ccc(S(=O)(=O)N2CCCC2)cc1
    7%	3
[113] CCN(CC)CCNC(=O)CCCNC(=O)Cn1cnc2sc(C)c(C)c2c1=O
    -2%	/
[114] O=C(CCCNS(=O)(=O)c1cccc2nsnc12)NCCN1CCN(c2ccccc2F)CC1
    -5%	-21
[115] C=CCOc1ccccc1CN1CCC(C(=O)Nc2cccc(-c3ccn[nH]3)c2)CC1
    ?	/

Five of these compounds in another layout:
| no. | smiles | Lipid storage S3 | Lipid storage S3 cell count max |
| --- | --- | --- | --- |
| 73 | CN(C)c1ccc(C(=O)C(O)c2ccc(C(C)(C)C)cc2)cc1 (configuration not stated) | -17% | 9 |
| 74 | Cc1cc(C)c(OCC(=O)N2CC=C(c3ccccc3)CC2)c(C)c1 | -13% | 4 |
| 75 | Cc1ccc(N(Cc2ccccc2)C(=O)c2cc(S(=O)(=O)N3CCOCC3)ccc2N2CCCC2)cc1 | ? | / |
| 76 | O=c1cc(N2CCN(c3ccccc3)CC2)[nH]c(=O)n1-c1ccccc1Cl | 9% | 10 |
| 77 | O=C(COC(=O)C12CC3CC(CC(O)(C3)C1)C2)Nc1ccc(Br)cc1F | ? | / |
